Screening data as filed in PubChem.
mcGAS RapidFire – mouse cGAS inhibition by mass spec; recombinant mouse cGAS, cGAMP by RapidFire MS; inhibition, % at 12.5 µM; 130,000 compounds, 0.18% hits;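 active = inhibition of cGAS enzyme activity at or above 60%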;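 note: enzyme stimulated by 45 bp dsDNA with ATP and GTP substrates; cGAMP share of summed cGAMP plus half ATP and half GTP signals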
Target sequence (Q8C6L5 whole entry, looked up): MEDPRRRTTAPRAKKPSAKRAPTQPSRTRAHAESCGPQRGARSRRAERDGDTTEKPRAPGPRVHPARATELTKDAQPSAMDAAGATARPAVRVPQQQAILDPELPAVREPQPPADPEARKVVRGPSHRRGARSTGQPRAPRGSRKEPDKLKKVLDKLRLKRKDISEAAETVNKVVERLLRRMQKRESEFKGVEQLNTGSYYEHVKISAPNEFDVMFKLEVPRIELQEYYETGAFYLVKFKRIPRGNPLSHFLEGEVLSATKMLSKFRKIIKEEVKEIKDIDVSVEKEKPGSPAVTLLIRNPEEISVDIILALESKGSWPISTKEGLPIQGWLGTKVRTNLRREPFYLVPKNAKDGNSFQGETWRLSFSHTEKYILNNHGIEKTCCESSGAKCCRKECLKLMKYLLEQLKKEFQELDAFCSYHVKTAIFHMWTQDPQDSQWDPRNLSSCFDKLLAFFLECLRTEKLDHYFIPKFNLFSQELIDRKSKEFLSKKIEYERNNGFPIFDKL
Numbers without * were called inactive; & = joins results of further samples. The list is partial; the hit share may differ from the screen's.

SMILES	mcGAS RapidFire
CCCc1nc(C)cc(N2CCN(c3cn[nH]c(=O)c3)CC2)n1	-5.0
Cc1cc(C)n(CC(C)CNC(=O)CCCn2c(C)nc3ccccc3c2=O)n1 (stereo unspecified)	-3.2
Cc1oc(-c2cccc(C(F)(F)F)c2)nc1CN1[C@@H]2CC[C@H]1CC(O)C2 (stereo partly specified)	-13.2
Cc1cc2c(cc1C)NC(CC(=O)NC(N)=O)C(=O)N2 (stereo unspecified)	-5.6
Sc1ccc2c(c1)OCCCO2	7.7
CC(NC(=O)Cc1csc2nc(-c3ccc(F)cc3)cn12)c1ccc(F)cc1 (stereo unspecified)	3.3
Cc1cc(=O)[nH]c(-n2nc(C)c(CCC(=O)NCCc3ccccc3)c2C)n1	-2.8
COc1cc(CNCC2CCN(CCO)CC2)c2c(c1)CC(C)O2 (stereo unspecified)	-1.1
CN(C(=O)c1cccc(NC(=O)NC2CC2)c1)c1ccccc1F	-10.0
Clc1ccc(-c2nnc(COc3ccc4c(c3)OCO4)o2)cc1	-9.5
Fc1ccc(Cn2ncc3c2CN(c2nccc(CCC(F)(F)F)n2)C3)cc1	-11.7
CC(Cn1cncn1)NC1CCN(c2cccc(-c3ccc(F)cc3)c2)CC1 (stereo unspecified)	6.9
Cc1nn(-c2ccccc2)c(C)c1S(=O)(=O)N1CCn2cncc2C1	-12.1
Cc1csc2nc(CN3CCN(Cc4cccs4)CC3)cc(=O)n12	-5.0
OC(CN1CCCC1CCc1ccccc1)c1ccc(F)c(F)c1 (stereo unspecified)	-50.4
CCCNC(=O)c1nnc2n1CCN(C(=O)C1CC1)C2	-10.2
COCC(=O)Nc1ccc(Cl)cc1-c1nc2ccccc2[nH]1	-1.6
COc1cccc(CCC(=O)N2CCc3c(CN4CCCC4)cccc32)c1OC	2.3
Nc1nonc1-c1nnnn1CC(=O)N1CCOCC1	-0.2
COc1cccc(C(=O)Nc2cc(C3CC3)nn2-c2nc(C)cc(=O)[nH]2)c1OC	-1.6
O=C(C1=Cc2cc(Cl)ccc2OC1)N1CC[C@H](CO)[C@@H](O)C1	-20.0
CCOC(=O)N1CCN(C(c2cccnc2)c2c(O)cc(C)n(Cc3ccco3)c2=O)CC1 (stereo unspecified)	-8.3
CCOc1ncccc1C(=O)N1[C@@H]2CC[C@H]1CNC(=O)C2	-7.1
CCN(C(=O)NC(C)c1csc(C)n1)C1CCCCC1 (stereo unspecified)	-4.6

Reprinted from the entries so far for reference:
SMILES	mcGAS RapidFire
Cc1oc(-c2cccc(C(F)(F)F)c2)nc1CN1[C@@H]2CC[C@H]1CC(O)C2 (stereo partly specified)	-13.2
Cc1cc2c(cc1C)NC(CC(=O)NC(N)=O)C(=O)N2 (stereo unspecified)	-5.6
Sc1ccc2c(c1)OCCCO2	7.7
CC(NC(=O)Cc1csc2nc(-c3ccc(F)cc3)cn12)c1ccc(F)cc1 (stereo unspecified)	3.3
Cc1cc(=O)[nH]c(-n2nc(C)c(CCC(=O)NCCc3ccccc3)c2C)n1	-2.8
COc1cc(CNCC2CCN(CCO)CC2)c2c(c1)CC(C)O2 (stereo unspecified)	-1.1
CN(C(=O)c1cccc(NC(=O)NC2CC2)c1)c1ccccc1F	-10.0
Clc1ccc(-c2nnc(COc3ccc4c(c3)OCO4)o2)cc1	-9.5
Fc1ccc(Cn2ncc3c2CN(c2nccc(CCC(F)(F)F)n2)C3)cc1	-11.7
CC(Cn1cncn1)NC1CCN(c2cccc(-c3ccc(F)cc3)c2)CC1 (stereo unspecified)	6.9
Cc1nn(-c2ccccc2)c(C)c1S(=O)(=O)N1CCn2cncc2C1	-12.1
Cc1csc2nc(CN3CCN(Cc4cccs4)CC3)cc(=O)n12	-5.0
OC(CN1CCCC1CCc1ccccc1)c1ccc(F)c(F)c1 (stereo unspecified)	-50.4
CCCNC(=O)c1nnc2n1CCN(C(=O)C1CC1)C2	-10.2
COCC(=O)Nc1ccc(Cl)cc1-c1nc2ccccc2[nH]1	-1.6
COc1cccc(CCC(=O)N2CCc3c(CN4CCCC4)cccc32)c1OC	2.3
Nc1nonc1-c1nnnn1CC(=O)N1CCOCC1	-0.2
COc1cccc(C(=O)Nc2cc(C3CC3)nn2-c2nc(C)cc(=O)[nH]2)c1OC	-1.6
O=C(C1=Cc2cc(Cl)ccc2OC1)N1CC[C@H](CO)[C@@H](O)C1	-20.0
CCOC(=O)N1CCN(C(c2cccnc2)c2c(O)cc(C)n(Cc3ccco3)c2=O)CC1 (stereo unspecified)	-8.3
CCOc1ncccc1C(=O)N1[C@@H]2CC[C@H]1CNC(=O)C2	-7.1
CCN(C(=O)NC(C)c1csc(C)n1)C1CCCCC1 (stereo unspecified)	-4.6

(continued)
SMILES	mcGAS RapidFire
Cc1cccc(C2(C(=O)N3CCN(S(=O)(=O)c4ccccc4C#N)CC3)CCC2)c1	-19.7
Cc1cccc(/C(C#N)=C\c2cccn2C)c1	-31.1
COc1ccc(C)cc1NCCN1C(=O)CNC1=O	-6.5
c1ccc(CN2CCC(NC3CCCN(c4nc5ccccc5s4)C3)CC2)nc1 (stereo unspecified)	-9.5
COc1ccccc1C(C)NC(=O)[C@@H]1Cc2ccccc2N1C(C)=O (stereo partly specified)	-7.5
N#Cc1ccccc1N=Cc1nc(-c2cccc3ccccc23)oc1O	-12.7
O=C(Cn1cncn1)NC1(c2ccc(Cl)cc2)CCC1	5.9
COc1ccc(C)c2sc(NC(=O)c3ccccc3SC)nc12	-2.8
CN(C)C(=O)c1nnc2n1CCN(Cc1cccc(O)c1)C2	4.0
COC(=O)c1cc(C(=O)OC)cc(S(=O)(=O)Nc2ccc(Br)cc2C)c1	-12.5
CC(Cc1ccc(Cl)cc1)NC(=O)c1nccnc1N (stereo unspecified)	-33.1&-8.5
CC(c1ccccc1)N1CCC(NCC2(c3ccccc3)CCOCC2)C1 (stereo unspecified)	-6.3
CSc1ccc2c(C)cc(NCCNC(C)=O)nc2c1	-23.5
CC1CCc2[nH]c3ccc(C(=O)N4CCNC(=O)C4)cc3c2C1 (stereo unspecified)	-1.1
NC(=O)Cn1c(CSc2nnc(C3CC3)n2C2CC2)nc2ccccc2c1=O	4.8
Cc1ccc(C)c(Cn2cnc3c(cnn3C3CCS(=O)(=O)C3)c2=O)c1 (stereo unspecified)	-6.7
Cc1nc(N)nc(C)c1CC(=O)N1CCOC(C(F)(F)F)C1 (stereo unspecified)	-18.8
Cc1ccc(C(=O)NC(C)c2cnn(-c3cccc(C(F)(F)F)c3)c2C)cn1 (stereo unspecified)	-13.7
CN(CC1CCOCC1)C(=O)CC1C(=O)NCCN1Cc1cccc(Oc2ccccc2)c1 (stereo unspecified)	-11.1
CC1=C(C(N)=O)C(c2ccc(Cl)cc2)n2nc(CCCO)nc2N1 (stereo unspecified)	-14.7
Cc1ccc(OCC2CCCN(C(=O)c3ccc(-n4cnnc4)cc3)C2)cc1 (stereo unspecified)	-16.3
CCNc1cc(C)nc(N2CCN(C(=O)CCc3ccccc3)CC2)n1	-11.1
O=C(O)CCC(CNS(=O)(=O)c1ccc(Cl)s1)C(F)(F)F (stereo unspecified)	-7.5
CCOC(=O)CN(C(=O)c1ccc(CC)s1)C(C)C	-3.9
COCCN1CCCN(C(=O)C(C)(C)c2cccc(C#N)c2)CC1	-6.3
Cc1cc(C(=O)N2CCOC(c3ccc(F)cc3)C2)n[nH]1 (stereo unspecified)	-3.5
CCCOc1ccccc1NC(=O)CSc1ccccc1C(=O)O	-1.2
Cc1cccc(OCC(=O)Nc2cc(-c3cccs3)nn2-c2nc(C)c(C)c(=O)[nH]2)c1	-5.1
O=C1NCC2(CCCN(C(=O)c3cnc4ccccc4c3)CC2)O1 (stereo unspecified)	-23.3
CN1CCN(CCCN(C)C(=O)c2nnn(-c3ccccc3)c2C2CC2)CC1	-4.1
O=S(=O)(NCCN1CCOCC1)c1ccc2c(c1)CCC2	-4.2
COCCNc1nc(NCCN2CCNC2=O)c2sc(-c3ccccc3)cc2n1	11.7
CCCc1ncc(CN2CCCC(C(=O)Nc3ccc(-c4cccc(OC)c4)cc3)C2)cn1 (stereo unspecified)	-4.2
CC(Cc1cnccn1)NC(=O)CC1c2ccccc2CCc2ccccc21 (stereo unspecified)	-4.4
O=C(CSc1cn(CCNC(=O)c2cccs2)c2ccccc12)NC1CCCC1	-6.9
Cc1ccsc1[C@@H]1CCN(C(=O)c2cnc3ccccc3c2)C[C@H]1O	-7.8
COc1ccc(CCN2CC(NC(=O)c3sccc3C)CC2=O)cc1 (stereo unspecified)	-5.6
Cc1noc(C)c1S(=O)(=O)N1CCN(CN2C(=O)CC3(CCCC3)C2=O)CC1	-2.6
CCN1CCN(CC(=O)NC(C)COC)CC1 (stereo unspecified)	-6.2
CC(C)N1C(=O)COCc2cc(-c3cccc(O)c3)ccc21	-13.0
O=C(Nc1cc(Cl)ccc1Cl)c1ccc(OC(F)(F)F)cc1	-3.2

Already shown: entries from further up.
SMILES	mcGAS RapidFire
COc1ccc(CCN2CC(NC(=O)c3sccc3C)CC2=O)cc1 (stereo unspecified)	-5.6
Cc1noc(C)c1S(=O)(=O)N1CCN(CN2C(=O)CC3(CCCC3)C2=O)CC1	-2.6
